14-3-3g Raf: modulators of 14-3-3 gamma protein binding, primary screen, biochemical, fluorescence polarization. FP, 14-3-3gamma / TMR-pS259-Raf peptide binding. 160,000 compounds, 0.19% hits. inhibition, % at 40 µM; in the data active = inhibition above about 30%;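 note: 0% = protein plus tracer without compound and 100% = blank with tracer alone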
Target sequence (P61981 whole entry, looked up): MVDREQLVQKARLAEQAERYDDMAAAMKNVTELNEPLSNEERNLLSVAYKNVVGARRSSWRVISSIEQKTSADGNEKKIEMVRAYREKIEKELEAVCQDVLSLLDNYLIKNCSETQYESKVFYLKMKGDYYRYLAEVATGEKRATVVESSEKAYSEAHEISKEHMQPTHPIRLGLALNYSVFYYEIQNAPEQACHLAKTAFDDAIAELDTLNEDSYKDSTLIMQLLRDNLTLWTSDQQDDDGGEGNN
The depositor's hits bear a star; & = joins results of further samples. The list is partial; count on the stated rates, not on these rows.

SMILES	14-3-3g Raf
O=C(Nc1ccc2c(c1)OCO2)C(c1ccccc1)N1CCN(C(=O)c2ccco2)CC1 (stereo unspecified)	-8&-8
Cc1ccccc1OCCCN1CCCC1	-3
CCNC(=O)CSc1nc2ccccc2c(=O)n1OC	-14
CCC(=O)N1CCc2cc(Br)cc(S(=O)(=O)CCC(=O)NC(C)CC)c21 (stereo unspecified)	-6
CC(=O)NC1(C(F)(F)F)C(=O)Nc2c1c(=O)n(C)c(=O)n2C (stereo unspecified)	6
CCC(=O)Nc1c2c(nn1-c1ccc(F)cc1)CS(=O)C2 (stereo unspecified)	-4&-13
COc1ccc(-c2nc(-c3ccc(Br)o3)no2)cc1OC	-5
Cc1ccnc2ccc(SC(F)(F)F)cc12	-2
Cc1cc(=O)[nH]c2c(C)c(N)ccc12	0&-5
C=CCSc1nnc2nc(-c3ccccc3)c(-c3ccccc3)nn12	-18
COc1cc2[nH]c(=O)n(CCC(=O)N3CCN(c4cc(C)ccc4C)CC3)c(=O)c2cc1OC	0
CCOC(=O)c1c(NC(=O)COc2ccc3ccccc3c2)sc2c1CCCC2	-4
O=C(Oc1ccc(N2C(=O)C3CCCCC3C2=O)cc1)c1ccc([N+](=O)[O-])cc1 (stereo unspecified)	4
CCOC(=O)C1CCN(C(=O)c2cc3c(-c4ccc(OC)c(OC)c4)nn(C)c3s2)CC1	-4
Cc1[nH]n2c(=O)cc(C(C)C)nc2c1-c1ccccc1	-1
COc1cc2c(cc1OC)C1C(C(=O)N3CCC(Cc4ccccc4)CC3)c3ccccc3C(=O)N1CC2 (stereo unspecified)	3
CC(C)(C)C(=O)NCCSc1c(-c2ccccc2)[nH]c2ccccc12	2
COc1ccc(-c2cc3ccccc3[nH]2)cc1	1
Nc1c(C(=O)Nc2ccc(Br)cn2)sc2nc3c(cc12)CCCCCC3	8
CC1CC(C)CN(c2nc3c(c(=O)n(C)c(=O)n3C)n2Cc2ccc(Cl)cc2)C1 (stereo unspecified)	0
O=C(CCNC(=O)c1ccc(F)cc1)NCC1CCCO1 (stereo unspecified)	2
COc1ccc(S(=O)(=O)N(CC(=O)Nc2ccc3c(c2)OCO3)c2ccc(C)cc2)cc1OC	-16
Cc1nc(NC(=O)c2ccccc2)sc1-c1csc(Nc2ccc(C(=O)O)cc2)n1	-16
CC1=C(C(=O)OCc2ccccc2)C(c2ccccc2I)C2=C(CCCC2=O)N1 (stereo unspecified)	-5
COc1ccc(-c2cn3c4c(=O)n(C)c(=O)n(C)c4nc3n2CCO)cc1	3
Cc1ccc(NC(=O)CN(c2cccc(C)c2C)S(C)(=O)=O)cc1Cl	-7
CC1CCCCC1NC(=O)c1nn(C)c(=O)c2ccccc12 (stereo unspecified)	1
O=C(Cn1nnc(-c2ccccc2Cl)n1)Nc1ccc(OC(F)(F)Cl)cc1	-17
COC(=O)c1sc(=S)n2c3ccccc3c(=O)n(Cc3ccc(C)cc3)c12	-8
CC(C)(C)CNC(CO)C12CC3CC(CC(C3)C1)C2 (stereo unspecified)	-5
CCN(CC)c1ccc(NC(=O)c2cc(-c3ccc(C)s3)nc3ccccc23)cc1	-65
COc1cccc(C(=O)Nc2nnc(-c3cccs3)o2)c1	-5
O=C(COC(=O)c1cnccn1)Nc1ccc(Cl)cc1	-7
COC(=O)C1=C(C)N(C)C(C)=C(C(=O)OC)C1c1ccccc1OCc1ccccc1	-6
O=C(O)CCC(=O)Nc1nncs1	0
Cc1ccc(C2C3=C(CC(C)(C)CC3=O)N(CCN3CCOCC3)C3=C2C(=O)CC(C)(C)C3)cc1	-3&-5
O=C1C(O)CC2c3ccccc3CC3(CCCC3)N12 (stereo unspecified)	-3
Cc1ccc(-n2nc3c(c2NC(=O)c2ccc(Cl)c([N+](=O)[O-])c2)CSC3)c(C)c1	-3
CCCCNC(=O)c1ccc2c(c1)N(Cc1cc(C)ccc1C)C(=O)CS2	-5
Cn1cc(CCC(=O)NCCCN2CCOCC2)c2ccccc21	-13
O=C(Nc1ccc(N2S(=O)(=O)c3ccccc3S2(=O)=O)cc1)c1cccs1	-12
Cc1cc(C)c(Cc2c(C)nc3c(C(=O)NC4CC4)cnn3c2C)c(C)c1	-9
CCCOc1cccc(C(=O)Nc2cc3nn(-c4ccc(OC)cc4)nc3cc2C)c1	-3
Cc1ccc(S(=O)(=O)N2c3ccc(S(=O)(=O)NCc4ccccc4)cc3CC2C)cc1 (stereo unspecified)	1
COc1ccc(NC(=O)COc2cc(C)ccc2C(C)(C)C)c(OC)c1	-3
COc1cccc(-n2nc(C(=O)Nc3ccc(Br)cc3C)c3ccccc3c2=O)c1	6
COc1ccc(Br)cc1CN1CCC(N2CCCC(C)C2)CC1 (stereo unspecified)	1
N#Cc1c(N)n(CCOC(=O)c2ccc(Cl)cc2)c2nc3ccccc3nc12	-8
COc1ccc(NC(=O)C2=C(C)NC(=O)NC2c2ccccc2C)cc1 (stereo unspecified)	-13
CCCCCSc1nc2ccccc2[nH]1	12
Cc1ccc(N2C(=O)c3ccccc3C2Nc2ccccc2F)nc1 (stereo unspecified)	4
COC(=O)c1cn(CC(=O)N2CCCCCC2)c2ccccc12	0
Cc1noc(C)c1COC(=O)CCOc1ccccc1	-8
Cc1c(C(=O)Nc2ccccc2Br)oc2ccc(S(=O)(=O)N3CCOCC3)cc12	-9
Cc1nnc(SCC(=O)Nc2nc3c(s2)CC(C)CC3)s1 (stereo unspecified)	-4
CCOC(=O)c1c(NC(=O)c2ccco2)sc(C(=O)Nc2ccc(C)c(Cl)c2)c1C	-5
CCOC(=O)C1=C(C)Nc2ccccc2N=C1NC(=O)CCCN1C(=O)c2ccccc2C1=O	-14
CC(C)c1ccc(C(=O)Nc2cccc(-c3nc4ncccc4o3)c2)cc1	-10
O=C(O)c1ccc(Cl)c(N2C(=O)C3C4CCC(C4)C3C2=O)c1 (stereo unspecified)	-7
CCOC(=O)C1=C(C)NC(C)=C(C(=O)OCC)C1C1=COCCO1	2
Further records:
SMILES	14-3-3g Raf
O=c1cc2n(c(=O)[nH]1)CCC1=C2CCCC1	-4
CCC(=O)N1CCc2cc(Br)cc(S(=O)(=O)Nc3ccc(Cl)cc3)c21	-9
CCc1ccc(OCC(=O)Nc2ccc(S(=O)(=O)N3CCc4ccccc43)cc2)cc1	-61
CCCSc1nc2c(c(=O)n1-c1ccc(C)cc1)SCC2	-9
Cc1ccc(Cn2c(Sc3nnc(C)s3)nc3c2c(=O)[nH]c(=O)n3C)cc1	-1
COc1ccc(NS(=O)(=O)c2cccc(C(=O)Nc3ccccc3)c2)cc1	0
CCCCCCN1C(=O)C(O)=C(C(C)=O)C1c1ccc(C(C)C)cc1 (stereo unspecified)	-12
COc1ccc(C2C=C(c3ccc(Br)cc3)Nc3nc4ccccc4n32)cc1OC (stereo unspecified)	-77
CCOC(=O)C(C(C)=O)=C1SC2CS(=O)(=O)CC2S1 (stereo unspecified)	-2
CCCn1c(NC(=O)c2ccc(Cl)c(S(=O)(=O)N3CCCC3)c2)nc2ccccc21	-11
CCOC(=O)c1cccc(NC(=O)c2cc(-c3ccc(Cl)s3)nc3ccccc23)c1	-6
Cc1ccc(-c2nnc(SCC(=O)Nc3ccc(S(=O)(=O)N4CCCCCC4)cc3)o2)cc1	3
CC(=O)Nc1ccc(S(=O)(=O)NCC2CCC(C(=O)N3CCOCC3)CC2)cc1 (stereo unspecified)	-2
COc1cc(C(=O)Nc2ccc3nn(-c4ccc(F)cc4)nc3c2)cc(OC)c1OC	-22
CC(=O)OC(C)C[N+](C)(C)C (stereo unspecified)	5&-9
Cc1ccc(NC(=O)C2CCCN(S(=O)(=O)c3cccc4nonc34)C2)cc1Cl (stereo unspecified)	-79
CCOc1ccc(CCn2c(C34CC5CC(CC(C5)C3)C4)cn3c4c(=O)n(C)c(=O)n(C)c4nc23)cc1OCC	2
Cc1cccc(Nc2ccc(N3C(=O)C4C5C=CC(C5)C4C3=O)cc2[N+](=O)[O-])c1 (stereo unspecified)	-3
CCOC(=O)Nc1cc2c(C)cc(=O)oc2cc1C	-8
O=P(c1ccccc1)(c1ccccc1)C(c1ccco1)N1CCOCC1 (stereo unspecified)	-2

Arranged by value in 14-3-3g Raf (smallest number first): 3 from the list above.
SMILES	14-3-3g Raf
O=c1cc2n(c(=O)[nH]1)CCC1=C2CCCC1	-4
Cc1ccc(Cn2c(Sc3nnc(C)s3)nc3c2c(=O)[nH]c(=O)n3C)cc1	-1
COc1ccc(NS(=O)(=O)c2cccc(C(=O)Nc3ccccc3)c2)cc1	0

Continued:
SMILES	14-3-3g Raf
O=C(Cn1nnc(-c2ccc3c(c2)OCO3)n1)N1CCOCC1	-4&5
COc1ccccc1N1CCN(S(=O)(=O)c2ccccc2F)CC1	-2
CN(CCNC(=O)CN1CCN(Cc2ccccc2Cl)C1=O)Cc1ccccc1	-4
CC(C)c1cc(NS(=O)(=O)c2ccccc2)c(O)c(C(C)C)c1	1
Cc1cc(C)c(S(=O)(=O)N(C)Cc2cnn(C)c2)c(C)c1	-7
COC(=O)c1cc2c(=O)n3ccccc3nc2n(C(C)C)c1=N	-1&-12
COc1ccc(-c2nc3cc(C)ccc3o2)cc1N=Cc1cc(Cl)ccc1O	-54
O=C(O)c1ccccc1C(=O)Nc1n[nH]c(=S)s1	-2&5
O=C1CC(c2ccc(Cl)cc2)c2cc(Br)c3ccccc3c2N1 (stereo unspecified)	6
O=C(NCc1cccnc1)c1c(F)c(F)c(F)c(F)c1F	-4
Cn1c(=O)c2c(nc3n(CCO)c(-c4ccc(Br)cc4)cn23)n(C)c1=O	0
Clc1ccccc1-c1nnc2sc(-c3ccc4c(c3)OCO4)nn12	6
COc1ccc(C2=NOC(C(=O)NCc3ccc(F)cc3)C2)cc1OC (stereo unspecified)	1
C[C@H](N)c1nnc(SCc2ccc(Cl)cc2Cl)o1	0
CC(C)C12CN3CC(C(C)C)(CN(C1)C31C(=O)Nc3ccccc31)C2=O (stereo unspecified)	5
O=C(CSc1nnc(Cc2ccccc2)o1)Nc1ccc(Br)cn1	-2
CCOc1ccc(-n2c(=O)c3c4c(sc3n(CC(=O)N3CCCCC3C)c2=O)CCCCC4)cc1 (stereo unspecified)	2
CN1C(=O)CC(C(=O)O)SC1=Nc1ccc(Cl)c(C(F)(F)F)c1 (stereo unspecified)	-11
COC(=O)C1=C(C(=O)OC)SC(=C2C(=S)C(C)(C)N(C(=O)CN3C(=O)C4CCCCC4C3=O)c3ccccc32)S1 (stereo unspecified)	0
O=C(C1CCN(S(=O)(=O)c2ccc(F)cc2)CC1)N(Cc1ccccc1)Cc1ccccc1	0

Copied from the list:
O=C(Cn1nnc(-c2ccc3c(c2)OCO3)n1)N1CCOCC1 in 14-3-3g Raf shows -4&5
COc1ccccc1N1CCN(S(=O)(=O)c2ccccc2F)CC1 in 14-3-3g Raf shows -2

(cont.)
SMILES	14-3-3g Raf
O=C(O)c1cc(Cl)ccc1NS(=O)(=O)c1cccc2nsnc12	-4
Clc1ccc(Cn2cccc2C2=NCCO2)cc1	-3
CCOc1cccc(N2C(=O)CC(n3cnc4ccccc43)C2=O)c1 (stereo unspecified)	-9
NC1=NC(=O)C(CC(=O)Nc2ccccc2)S1 (stereo unspecified)	-4
CCC(=O)N1CCc2cc(S(=O)(=O)N3CC(=O)N(CCc4ccccc4)C(=O)C3)ccc21	-2
Cc1cc(C(=O)Nc2cccnc2)on1	5
COc1ccccc1N1C(=O)c2ccccc2NC12C(=O)N(Cc1ccccc1Cl)c1ccccc12 (stereo unspecified)	0
COc1ccc(-c2noc(COc3ccc(Cl)cc3C)n2)cc1	-3
COC(=O)c1ccc(CSc2nc(N3CCOCC3)c3c(c2C#N)CC(C)(C)OC3)o1	2
CCOC(=O)C1CCCN(C(=O)CNC(=O)Cn2ccc3ccccc3c2=O)C1 (stereo unspecified)	5
COCCN(C(=O)Cc1cccs1)c1nnc(-c2ccncc2)s1	-49
COc1cccc(N2CCN(C(=O)C3CCCN(S(=O)(=O)c4cnc[nH]4)C3)CC2)c1 (stereo unspecified)	3
COC(=O)c1ccccc1NC(=O)c1ccc(N2CC3CC(C2)c2cccc(=O)n2C3)c(NC(=O)c2cc3ccccc3oc2=O)c1 (stereo unspecified)	-13
COc1cccc(CN2C(=O)CCC2(C)C(=O)NC2CCCC2)c1 (stereo unspecified)	-1
O=C(CN1C(=O)c2cccc3cccc1c23)Nc1cccnc1	-9
O=C1NC(=Nc2ccccc2Br)SC1(CO)CO	7
CCOc1ccc(NC(=O)c2ccccc2NC(=O)CN2CCN(C(C)=O)CC2)cc1	1
Cc1nc2sc(C(c3ccc(C(C)C)cc3)N3CCCC(C)C3)c(O)n2n1 (stereo unspecified)	3
COc1cc(SC)ccc1C(=O)NCc1cc(OC)c(OC)c(OC)c1	-4
O=c1c2sccc2nc(SCc2ccccc2Cl)n1CCN1CCCC1	-10

Taken from the entries so far for reference:
SMILES	14-3-3g Raf
O=C(O)c1cc(Cl)ccc1NS(=O)(=O)c1cccc2nsnc12	-4
Clc1ccc(Cn2cccc2C2=NCCO2)cc1	-3
CCOc1cccc(N2C(=O)CC(n3cnc4ccccc43)C2=O)c1 (stereo unspecified)	-9
NC1=NC(=O)C(CC(=O)Nc2ccccc2)S1 (stereo unspecified)	-4
CCC(=O)N1CCc2cc(S(=O)(=O)N3CC(=O)N(CCc4ccccc4)C(=O)C3)ccc21	-2
Cc1cc(C(=O)Nc2cccnc2)on1	5
COc1ccccc1N1C(=O)c2ccccc2NC12C(=O)N(Cc1ccccc1Cl)c1ccccc12 (stereo unspecified)	0

Some of the entries so far, bar-delimited.
Compound | 14-3-3g Raf
COCCN(C(=O)Cc1cccs1)c1nnc(-c2ccncc2)s1 | -49
COc1cccc(N2CCN(C(=O)C3CCCN(S(=O)(=O)c4cnc[nH]4)C3)CC2)c1 (stereo unspecified) | 3

(further entries)
SMILES	14-3-3g Raf
COc1ccc2c(c1)C(C)=CC(C)(C)N2C(=O)C(C)N1C(=O)c2ccccc2C1=O (stereo unspecified)	-1&0
CCCSc1nnc2c(n1)OC1(CCCC1)Nc1ccccc1-2	6
CC1=C(c2ccccc2)[N+](=O)C(C)(C)N1[O-]	-4
CC(C(=O)N/C(N)=N/c1nc2ccccc2s1)N1C(=O)c2ccccc2C1=O (stereo unspecified)	-4
CCC(=O)Oc1ccc(C(=O)Nc2ccc(C)cc2Br)cc1	3
C#Cc1cccc(NC(=O)CN2C(=O)c3ccccc3C2=O)c1	-6
